Mito fusion yeast: mitochondrial division inhibition or fusion activation; Potency, µM (titrated, usually from 46.1 µM), for inactives: top-dose growth rescue (activation), hits mostly activators; S. cerevisiae fusion-defective mutant growth rescue, CellTiterGlo 48 h; 320,000 compounds, 0.23% hits; AID 485298;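 note: potency is the fitted concentration of half-maximal effect; % of control where 0% means no effect; nearly all actives have a fitted effect of over 45% in size; temperature-sensitive fusion mutants such as fzo1-1 at 37 °C on non-fermentable ethanol glycerol medium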
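Compounds are tested for their ability to restore growth of mitochondrial fusion-defective yeast strains at non-permissive 37C in YPEG medium over 48 hours. Viability is quantified by luciferase luminescence.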
Eya2 phos inh: inhibitors of human Eya2 phosphatase activity | O00167 | recombinant Eya2, OMFP fluorescence dephosphorylation (OMFP is methylfluorescein phosphate) | Potency, µM (highest dose often 76.9 µM), without a hit: at the top dose activity, negative = inhibition, hits mostly inhibitors | 330,000 compounds, 0.006% hits | AID 488837; note: potency is the fitted concentration of half-maximal effect; % is set by controls: 0 for no effect and ±100 for the full control effect
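Eya2 (0.2 uM) preincubated 10 min at ambient with compound, then OMFP substrate added at 50 uM; 10 min reaction in 50 mM HEPES pH 7.5, 50 mM NaCl, 5 uM MgCl2, 0.05% BSA, 1 mM DTT. Fluorescence read at Ex 485/Em 525 nm.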
hERG WT inh: inhibitors of human wildtype KCNH2 potassium channel; 340,000 compounds, 0.37% hits; Q12809; activity change, % at 1.84 µM; U2OS, BacMam KCNH2, thallium flux FluxOr; active compounds read low;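 active = maximum activity change below -70%; inconclusive = maximum activity change between -70% and -50%; inactive = maximum activity change above -50%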; note: % is set by controls: 0 for no effect and ±100 for the full control effect
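U2OS cells were transduced with wild-type KCNH2 virus (2.03 x 10^8 / mL) for 4 h at room temperature, then cultured overnight at 37 C. Thallium flux was read with FluxOr dye. Rate constants were normalized to DMSO controls.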
GALK inh: blocks human galactokinase activity; P51570; Purified GALK, Kinase-Glo residual ATP luminescence; Potency, µM (titrated, usually from 57.5 µM), inactives show top-dose activity change, negative = inhibition, usual class: inhibitors; 270,000 compounds, 0.007% hits; note: potency is the fitted concentration of half-maximal effect; % is set by controls: 0 for no effect and ±100 for the full control effect
Target sequence (P51570 whole entry, looked up): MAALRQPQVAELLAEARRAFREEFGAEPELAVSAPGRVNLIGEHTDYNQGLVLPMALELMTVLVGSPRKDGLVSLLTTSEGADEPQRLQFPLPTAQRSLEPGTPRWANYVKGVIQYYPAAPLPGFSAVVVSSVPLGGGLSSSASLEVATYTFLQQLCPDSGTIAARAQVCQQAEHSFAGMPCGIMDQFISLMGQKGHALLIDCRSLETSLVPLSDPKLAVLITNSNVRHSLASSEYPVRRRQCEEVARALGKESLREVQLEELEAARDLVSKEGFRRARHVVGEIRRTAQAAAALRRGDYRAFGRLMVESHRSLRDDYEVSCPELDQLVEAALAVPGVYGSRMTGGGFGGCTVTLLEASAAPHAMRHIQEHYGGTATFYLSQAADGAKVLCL
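The enzyme phosphorylates galactose (100 uM) using ATP (35 uM); inhibition is detected as higher residual ATP, quantified by bioluminescence after 1 h reaction at room temperature, pH 8.0.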
Menin-MLL TR inh: displaces Texas Red mutant MLL peptide from human menin; AID 1768; Potency, µM (doses to about 61.6 µM), for inactives: top-dose FP activity change, negative = inhibition, actives largely listed as inhibitors; O00255; Menin + Texas Red MLL mutant peptide, fluorescence polarization; 270,000 compounds, 0.23% hits; active = well fitted inhibition curve with a large enough effect in the polarisation, with a control signal flat, not every such curve was filed as active; inconclusive = small, poorly fitted or top-dose-only effect, or effect the other way, or a change in a side signal; inactive = no such curve, though single readings can be large or run the other way; the % refers to the polarisation; note: potency is the fitted concentration of half-maximal effect; % of control where 0% means no effect; many of its hits are not listed in these tables
Target sequence (O00255 whole entry, looked up): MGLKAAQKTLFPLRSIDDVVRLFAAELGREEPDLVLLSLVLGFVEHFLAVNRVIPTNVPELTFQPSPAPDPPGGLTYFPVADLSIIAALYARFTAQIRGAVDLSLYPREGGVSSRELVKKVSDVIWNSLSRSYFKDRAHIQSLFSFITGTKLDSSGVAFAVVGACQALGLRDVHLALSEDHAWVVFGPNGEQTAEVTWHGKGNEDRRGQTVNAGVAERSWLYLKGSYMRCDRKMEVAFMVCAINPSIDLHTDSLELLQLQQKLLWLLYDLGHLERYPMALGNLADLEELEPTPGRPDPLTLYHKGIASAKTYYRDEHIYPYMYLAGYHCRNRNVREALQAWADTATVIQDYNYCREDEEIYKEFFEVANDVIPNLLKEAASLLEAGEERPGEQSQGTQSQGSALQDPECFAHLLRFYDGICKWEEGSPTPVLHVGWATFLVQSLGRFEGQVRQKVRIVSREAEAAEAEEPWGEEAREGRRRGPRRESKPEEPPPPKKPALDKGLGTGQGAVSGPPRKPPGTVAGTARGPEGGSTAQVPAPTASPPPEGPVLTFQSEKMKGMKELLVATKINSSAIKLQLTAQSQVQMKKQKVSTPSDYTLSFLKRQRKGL
USP2a inh: blocks human ubiquitin-specific protease USP2a; O75604; USP2 core, Ub-CHOP2 coupled fluorogenic reporter, 485/531; Potency, µM (series often up to 38.3 µM), for the others: top-dose activity change, negative = inhibition, usual class: inhibitors; 330,000 compounds, 0.01% hits; AID 463254;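 note: potency is the fitted concentration of half-maximal effect; plate controls were DMSO wells for no effect and full inhibition by NEM control for full effect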
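Cell-free coupled assay: 10nM USP2 core preincubated 30min RT with compound in Tris-HCl pH 8.0/CaCl2/CHAPS buffer, then 25nM Ub-CHOP2 and 25nM reporter substrate; fluorescence (Ex 485/Em 531) read after 60min RT, normalized to NEM inhibition, concentration-response curves fitted.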
S-ASM inh: inhibitors of human secretory acid sphingomyelinase | P17405 | 340,000 compounds, 0.006% hits | Potency, µM (highest dose often 57.5 µM), without a hit: at the top dose activity change, negative = inhibition, usual class: inhibitors | placental ASM, HMU-PC fluorogenic substrate, 60 min; note: potency is the fitted concentration of half-maximal effect
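Steps: dispense placental human ASM, pin compound, wait 10 min at room temperature, add HMU-PC0 substrate at 9 uM final, incubate 60 min at 37 °C, add stop solution raising pH to 10, read fluorescence.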
TSHR antag: blocks TSH signaling through the human TSH receptor; P16473; TSHR-expressing cells, TSH-stimulated cAMP HTRF, 2 h; active compounds read low; activity change, negative = inhibition, % at 11.5 µM; 330,000 compounds, 0.2% hits; AID 504810;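 active = activity change below a set negative limit, meaning inhibition stronger than a set level, cut at about -70% in these data; inconclusive = activity change between two set negative limits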; note: % is set by controls: 0 for no effect and ±100 for the full control effect
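Competitive HTRF cAMP read-out (cryptate anti-cAMP antibody, cAMP-d2; 30 min, room temperature) in freshly harvested TSHR cells. Compounds added before TSH at EC80 (4nM final), followed by 2 hours' incubation at 37 deg C.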
Chronic BCR inh: blocks chronic active B-cell receptor signaling; Potency, µM (top dose mostly 46.1 µM), for inactives: at the highest dose ratio change, negative = lower green/red ratio, actives largely listed as inhibitors; 340,000 compounds, 0.05% hits; ABC-DLBCL IkBa-CBG/CBR reporter, luminescence ratio, 4 h; active = well fitted inhibition curve with a large enough effect in the signal ratio, with a control signal flat, not every such curve was filed as active; inconclusive = small, poorly fitted or top-dose-only effect, or effect the other way, or a change in a side signal; the % refers to the signal ratio;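 note: potency is the fitted concentration of half-maximal effect; plate controls were basal doxycycline-induced cells for no effect and cells given 10 µM MG132 for full effect; MG132 reads +100%, hits lower the ratio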
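Concentration-response series (up to 46 uM) were applied to TMD8 dual-reporter cells for 4 h at 37C with doxycycline. Green/red ratio, after filter-overlap correction, defined %Activity; red signal alone was normalised to basal cells and zero luminescence.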
PKM2 activator: PKM2 (human) enzyme activation | P14618 | purified PKM2, Kinase-Glo ATP luminescence, activation; response scale: 0% is enzyme alone, no compound | Potency, µM (top dose mostly 57.5 µM), inactives show at the highest dose activation, usual class: activators | 260,000 compounds, 0.34% hits | AID 1631; note: potency is the fitted concentration of half-maximal effect; % is set by controls: 0 for no effect and ±100 for the full control effect; nearly all actives have a fitted effect of over 55% in size
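Purified hPK-M2 (>95%) run at intermediate activity with 0.1 mM ADP and 0.5 mM PEP in 50 mM imidazole pH 7.2, KCl, MgCl2; 1 h room temperature. ATP formed read by Kinase-Glo luminescence; normalized to uninhibited and no-enzyme controls.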
MBNL1 CUG block: inhibitors of human MBNL1 binding to CUG repeat RNA. Potency, µM (doses to about 57.5 µM), without a hit: top-dose activity change, negative = inhibition, hits mostly inhibitors. TR-FRET MBNL1-His/biotin-(CUG)12 binding, 665/545 ratio. 280,000 compounds, 0.036% hits. Q9NR56; active = well fitted inhibition curve with a large enough effect in the signal ratio, with a control signal flat, not every such curve was filed as active; inconclusive = small, poorly fitted or top-dose-only effect, or effect the other way, or a change in a side signal; inactive = no such curve, though single readings can be large or run the other way; the % refers to the signal ratio; note: potency is the fitted concentration of half-maximal effect; % is set by controls: 0 for no effect and ±100 for the full control effect
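MBNL1-His + Biotin-(CUG)12, cpd titration 92 nM–58 uM; Tb anti-His Ab 0.055 ng/ul, SA-XL665 5 nM (final); 60 min RT; ratiometric 665/545 nm, Ex 340 nm; normalized to buffer and full-complex controls.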
Active calls of the source: *; ? = inconclusive; . = not tested or not shown; [ ] = remark or other dose. Unless noted, calls come from the whole dose curve; as a rule, active = well fitted curve in the direction sought with a large enough effect; inconclusive = small, poorly fitted or top-dose-only effect, or another doubt; inactive = no such curve, though single readings can be large; an effect the other way counts as inactive or inconclusive.

SMILES | Mito fusion yeast | Eya2 phos inh | hERG WT inh | GALK inh | Menin-MLL TR inh | USP2a inh | S-ASM inh | TSHR antag | Chronic BCR inh | PKM2 activator | MBNL1 CUG block
CCN(CC)S(=O)(=O)c1ccc(NC(=O)CCC2CCCCC2)cc1 | -9.0% | -2.8% | 1.2 | -0.4% | . | 1.4% | -0.1% | -14.2 | ? | 2.4% | -0.3%
O=C(Nc1cccc(S(=O)(=O)N2CCCCC2)c1)c1ccc2c(c1)OCO2 | 4.0% | 4.8% | -1.5 | 2.8% | 6.4% | 0.1% | -1.8% | -12.4 | ? | 2.3% | .
CC/C(=N\NC(=S)Nc1ccc(OC)cc1)c1ccc(OC(F)F)cc1 | ? | 5.8% | -10.0 | . | 3.7% | 0.6% | -15.2% | -5.0 | -2.5% | 3.7% | -8.5%
Cc1cc(S(=O)(=O)NC2CCCCC2)ccc1OCC(=O)NCC1CCCO1 (configuration not stated) | 5.8% | -4.9% | -16.9 | 0.7% | -1.7% | 1.9% | 2.4% | -5.2 | 1.0% | -29.0% | 3.1%
CN(C)C1CCN(C(=O)c2cccc(OC3CCN(S(=O)(=O)N(C)C)CC3)c2)C1 (configuration not stated) | 2.7% | 0.6% | -2.1 | -6.9% | . | -1.4% | 3.8% | 11.7 | 4.3% | 2.9% | -1.7%
Cc1ccnc(NC(=O)c2ccc(Cl)c([N+](=O)[O-])c2)c1 | 4.4% | -8.7% | -6.6 | 4.4% | 9.3% | -0.1% | -0.5% | -2.4 | ? | 1.7% | ?
CCN(CC(=O)Nc1ccc2c(c1)OCCO2)Cc1cc(=O)n2ccsc2n1 | -7.8% | 6.2% | -9.1 | -2.7% | 2.0% | -1.8% | 3.5% | 8.2 | ? | -13.5% | -2.3%
CCN(CC)C1CCN(C(=O)CCc2nnc(CCCCc3ccccc3)o2)C1 (configuration not stated) | 3.9% | 4.9% | 6.7 | -0.7% | -0.2% | -0.7% | 1.8% | 10.3 | ? | -1.2% | -2.2%
CCC(NS(=O)(=O)c1ccc(C)cc1)C(=O)N1CCN(c2ccccn2)CC1 (configuration not stated) | -2.4% | -7.1% | -8.4 | 3.0% | -16.0%[11.7 µM] | 0.6% | 5.8% | 4.4 | 7.9% | -4.9% | 11.5%
CC(=O)N1CCc2cc(S(=O)(=O)NCCC(=O)NCCc3ccccc3)ccc21 | -2.8% | -0.3% | -2.8 | -0.1% | 6.6% | 2.4% | 1.4% | -0.2 | ? | -16.7% | 0.8%
COC(=O)c1ccccc1C(=O)N1CCCC(CCC(=O)NCc2ccc(F)c(F)c2)C1 (configuration not stated) | 10.3% | 4.8% | -5.7 | 6.2% | 1.6% | -0.6% | 0.0% | -11.1 | -22.3% | 0.4% | 13.7%
Cc1ccccc1C(=O)NC1CCN(CC(=O)NCc2ccc(F)cc2)CC1 | -2.0% | 5.7% | 32.9 | -1.7% | -3.1% | 3.2% | 2.7% | 4.8 | 6.2% | -4.8% | 3.3%
Cc1[nH]c2ccccc2c1C(c1ccccn1)c1c(C)[nH]c2ccccc12 | 1.3% | -6.7% | -4.4 | 0.9% | -18.6% | ? | -2.0% | -2.8 | ? | 22.1% | ?
O=C(c1ccc2nccnc2c1)N1CCCC(N2CCN(c3ccc(F)cc3)CC2)C1 (configuration not stated) | -7.4% | -6.1% | 10.8 | 7.7% | 0.7% | 0.1% | -3.1% | 8.7 | -11.7% | -0.3% | -0.5%
CCCOC(=O)c1ccc(NC(=O)c2cc(=O)[nH]c3ccccc23)cc1 | 4.7% | 7.8% | 2.0 | 3.2% | . | -7.2% | -13.5% | -1.3 | ? | -0.5% | 2.5%
Cc1cc(O)c(/C=N/Nc2ccc(Cl)cc2)c(=O)o1 | 3.3% | 1.5% | 7.9 | . | -1.4% | 2.5% | 6.7% | 4.4 | -18.6% | 1.7% | -0.8%
Cc1cccc(NC(=O)c2cc(NC(=O)C3CCCCC3C(=O)O)ccc2N2CCCCC2)c1 (configuration not stated) | 0.3% | -0.9% | 15.8 | -2.8% | 15.0% | 0.4% | ? | -21.6 | 14.6% | 4.4% | 13.8%
CNC(=O)c1ccsc1NC(=O)c1ccc(Cl)s1 | 22.6% | 28.2% | -0.4 | 0.1% | 9.7% | -2.8% | -8.9% | -15.1 | ? | -18.8% | 7.1%
CC(C)[C@H](NC(=O)[C@H](Cc1ccccc1)n1c(=O)[nH]c2ccccc2c1=O)C(=O)N[C@@H](Cc1ccccc1)C(=O)O | 4.9% | 4.2% | 4.1 | . | 1.7% | 1.1% | 1.0% | 29.2 | 8.0% | -2.1% | -1.1%
COc1ccc(NC(=O)CSc2nnnn2C)cc1 | -7.4% | 0.8% | -1.8 | 1.8% | -0.8% | 1.5% | 2.7% | 2.0 | 0.8% | -15.9% | -1.4%
Cc1ccc(/C=N/NC(=O)CSc2nc3ccccc3c(=O)n2-c2ccccc2C)s1 | 4.5% | 5.1% | -3.4 | 1.3% | 8.3% | 0.9% | -10.1% | -3.0 | 0.0% | 2.7% | 7.3%
CCc1cccc(C)c1Nc1nc2ccccc2n2cnnc12 | -12.3% | -2.9% | 6.6 | 1.8% | -10.6% | 0.3% | -1.0% | 1.9 | ? | . | 11.3%
CSC1=C(C#N)C(c2ccc(C)cc2)C2=C(CCCC2=O)N1 (configuration not stated) | -1.7% | 5.9% | 19.6 | 1.6% | 15.6% | -2.9% | 6.2% | 9.3 | -0.5% | 3.4% | 18.5%
CC(OC(=O)C1CSC2(C)CCC(=O)N12)C(=O)Nc1ccc(F)cc1 (configuration not stated) | 5.1% | -11.8% | 4.2 | . | . | 0.5% | 1.8% | 15.4 | -2.4% | . | .
N#Cc1ccc(C(=O)Nn2cnnc2)cc1 | 0.7% | -24.0% | -1.2 | -2.1% | -7.1% | -0.7% | 6.2% | -2.8 | ? | . | -6.1%
O=C(CNC(=O)c1ccc(-c2ccccc2)cc1)OCc1c(Cl)cccc1Cl | -5.0% | 1.6% | -9.4 | -0.7% | -4.1% | 1.4% | -0.1% | -10.2 | -4.1% | 3.7% | ?
O=C(C1CCN(S(=O)(=O)c2ccc(F)cc2)CC1)N1CCOCC1 | 2.4% | 11.2% | -3.9 | 0.3% | 1.4% | -1.4% | 3.1% | 35.3 | 3.7% | -4.8% | -10.9%
COc1cccc(-n2c(SCC(=O)Nc3nc4ccccc4s3)nc3ccccc3c2=O)c1 | 4.3% | 12.9% | -7.3 | -4.8% | . | 0.0% | -2.1% | -11.0 | -0.5% | -0.5% | -2.9%
COc1ccc(NC2=C(C(C)=O)C(c3ccc4c(c3)OCO4)C(C(C)=O)C(C)(O)C2)cc1 (configuration not stated) | 2.8% | -26.0% | 3.1 | -0.2% | -9.0% | -1.9% | -11.5% | 9.8 | -8.6% | -11.5% | 3.0%
COc1cc(NCCCCCCCN)c2ncccc2c1 | 5.7% | -9.7% | 0.8 | 1.1% | ? | -1.8% | 10.2% | 9.3 | -1.5% | -20.6% | ?
O=C(O)CCC(=O)NNC(=O)COc1ccc(Cl)cc1Cl | 0.1% | 5.3% | 9.5 | 4.3% | 3.4% | 3.8% | -2.4% | 17.2 | -0.3% | -3.4% | -6.3%
CCN(CC)CC(O)COc1ccc2c(c1)c(C(C)=O)c(C)n2-c1ccccc1 (configuration not stated) | -3.4% | 5.1% | -4.6 | -4.3% | -23.6% | 4.1% | -1.9% | 6.4 | ? | 3.0% | -5.5%

Screening results (PubChem BioAssay)

Only part of the results is shown. The share of hits here may be higher or lower than overall.
